TDP43 rescue: inhibitors of TDP-43 toxicity in yeast; TDP-43 expressing yeast growth rescue, BacTiter-Glo, 24 h; Potency, µM (titrated, usually from 46.1 µM), for inactives: at the highest dose growth rescue (activation), actives largely listed as activators; hit rate 1.8% among 410,000; AID 652104; also: potency is read from the fitted curve at half-maximal effect; % of control where 0% means no effect; nearly all actives have a fitted effect of over 50% in size
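Yeast cells expressing TDP-43 under galactose induction are exposed to compounds for 24 hr at 30 deg C. BacTiter-Glo luminescence measures growth, so protective compounds score as activators.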
PTHR1 agonist: agonists of human PTHR1 parathyroid hormone receptor; Q03431; HEK293 GP2 PTHR1 cells, GloSensor cAMP luminescence, 1 h; Potency, µM (series often up to 115 µM), without a hit: at the top dose activation, most hits filed as activators; hit rate 0.075% among 410,000; AID 743266; also: potency is read from the fitted curve at half-maximal effect; nearly all actives have a fitted effect of over 55% in size; some results filed as inactive show a strong effect at the top dose; inactives centre near -15; many of its hits are not listed in these tables
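HEK-293-derived GP2 cells expressing PTHR1 and a GloSensor cAMP reporter, 3,000/well, plated overnight, given luciferin plus IBMX (each 0.5 mM as added) for 1 h at 37 °C, then compound for 1 h at 37 °C. Luminescence was read after 15 min at room temperature.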
aSyn rescue: inhibitors of alpha-synuclein toxicity in yeast; Yeast expressing alpha-synuclein, growth rescue, BacTiter-Glo, 24 h; Potency, µM (series often up to 46.1 µM), for inactives: at the top dose growth rescue (activation), most hits filed as activators; hit rate 0.14% among 370,000; AID 652106; also: potency is read from the fitted curve at half-maximal effect; % of control where 0% means no effect; nearly all actives have a fitted effect of over 65% in size
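Rescue of yeast growth: cells expressing toxic alpha-synuclein, induced in galactose at OD600 0.02, incubated with compound 24 h at 30 C. ATP luminescence quantified growth; inhibitors of toxicity appear as activators.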
GLP1R inv ag: GLP-1 receptor (human) inverse agonism. HEK293 GLP-1R CRE-luciferase, luminescence, 24 h; GLP-1R form is constitutively active. Potency, µM (series often up to 38.3 µM), without a hit: top-dose activity change, negative = inhibition, usual class: inhibitors. hit rate 1.6% among 410,000. AID 624417; also: potency is read from the fitted curve at half-maximal effect; % is scaled to controls: 0 for no effect and ±100 for the full control effect; nearly all actives have a fitted effect of over 55% in size
Target sequence (P43220 whole entry, looked up): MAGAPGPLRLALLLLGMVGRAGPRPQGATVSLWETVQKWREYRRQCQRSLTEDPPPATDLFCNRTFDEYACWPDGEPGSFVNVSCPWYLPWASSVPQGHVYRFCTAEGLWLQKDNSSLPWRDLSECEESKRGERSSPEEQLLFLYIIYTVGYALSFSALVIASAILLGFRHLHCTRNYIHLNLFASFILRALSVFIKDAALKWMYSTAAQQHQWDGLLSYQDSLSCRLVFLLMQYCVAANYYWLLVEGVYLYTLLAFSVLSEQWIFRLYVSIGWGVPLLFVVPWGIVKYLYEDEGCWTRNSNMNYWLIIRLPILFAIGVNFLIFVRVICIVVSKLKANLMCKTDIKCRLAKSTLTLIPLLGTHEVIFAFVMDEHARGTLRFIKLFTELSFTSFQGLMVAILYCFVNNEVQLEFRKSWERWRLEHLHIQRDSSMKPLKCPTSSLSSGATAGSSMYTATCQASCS
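Using stably transfected HEK293 (constitutively active GLP-1R, cAMP-luciferase reporter), compounds were incubated 24 hr and luciferase measured by luminescence.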
D3 antag: D3 dopamine receptor (human) antagonism; P35462; D3R cells, DiscoveRx beta-arrestin luminescence, antagonist mode; hits give low values; max response, negative = inhibition, %; hit rate 2.5% among 360,000; AID 652054; in the data active = max response below about -50%; inconclusive = no clear call, values can overlap the other calls; also: % is scaled to controls: 0 for no effect and ±100 for the full control effect; mostly tested at two doses, the higher about 12 µM
Target sequence (P35462 whole entry, looked up): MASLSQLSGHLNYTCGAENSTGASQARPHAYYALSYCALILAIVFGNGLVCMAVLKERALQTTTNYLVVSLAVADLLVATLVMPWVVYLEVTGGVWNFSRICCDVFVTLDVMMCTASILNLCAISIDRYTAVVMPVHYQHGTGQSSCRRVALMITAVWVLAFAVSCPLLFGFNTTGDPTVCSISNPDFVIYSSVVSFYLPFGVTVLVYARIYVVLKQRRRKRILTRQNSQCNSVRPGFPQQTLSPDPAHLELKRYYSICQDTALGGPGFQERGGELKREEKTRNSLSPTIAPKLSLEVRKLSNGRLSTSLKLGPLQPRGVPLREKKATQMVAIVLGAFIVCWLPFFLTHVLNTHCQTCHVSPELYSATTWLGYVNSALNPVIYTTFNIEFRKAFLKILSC
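Cells plated overnight at 1500 cells/well, then exposed to library compounds with dopamine controls for 90 minutes at 37 degrees C. DiscoveRx reagent added for 30–60 minutes at room temperature; luminescence read, quantitative HTS format.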
GLP1R ag: activates the human GLP-1 receptor | P43220 | HEK293 GLP-1R CRE-luciferase, luminescence, 4-6 h; cells express a hypersensitive GLP-1R form | Potency, µM (titrated, usually from 45.6 µM), inactives show top-dose activation, hits mostly activators | hit rate 0.007% among 380,000; also: potency is read from the fitted curve at half-maximal effect; % of control where 0% means no effect
GLP1R cytotox: cytotoxicity counter-screen for GLP-1 receptor inverse agonists | HEK293 cAMP-luciferase reporter cells, luminescence, 24 h | hit rate 0.13% among 410,000 | Potency, µM (highest dose often 38.3 µM), for the others: top-dose activity change, negative = inhibition, actives largely listed as inhibitors;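 also: loss of luciferase light is scored as toxicity; potency is read from the fitted curve at half-maximal effect; % is scaled to controls: 0 for no effect and ±100 for the full control effect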
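Quantitative HTS format, 1536 wells, 200 cells/uL seeded. Compounds: 23 nL, 24 h, 37 °C. Detection: luciferase reagent, luminescence at 12 min RT; decreased signal taken as cytotoxic.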
KB-V1 cytotox: KB-V1 MDR subline cytotoxicity; KB-V1 MDR cells viability, CellTiter-Glo, 72 h; Potency, µM (titrated, usually from 46.1 µM), inactives show top-dose activity change, negative = cytotoxicity, most hits filed as cytotoxic; hit rate 3.4% among 400,000; AID 1347076; also: potency is read from the fitted curve at half-maximal effect; % is scaled to controls: 0 for no effect and ±100 for the full control effect; nearly all actives have a fitted effect of over 60% in size
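Cytotoxicity via CellTiter-Glo luminescence after 72 h compound exposure at 37 degrees C. Cells: drug-selected KB-V1 line, DMEM phenol-red free plus 10% FBS. Compounds tested at multiple concentrations; normalized data fitted to concentration-effect curves.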
D3 ag: activates the human D3 dopamine receptor; hit rate 0.58% among 410,000; max activation, %; D3R DiscoveRx beta-arrestin cells, luminescence, 90 min; in the data active = max activation above about 30%; also: 0% is about no effect; mostly tested at two doses, the higher about 12 µM
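Cells at 1500/well, incubated overnight, then treated with pinned compounds (dopamine as control) for 90 min at 37 degrees C. DiscoveRx reagent added for 30 - 60 minutes at room temperature; luminescence read.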
* marks the source's active call; other numbers are inactive results; i = inactive; u = inconclusive; x = no result given; & = joins results of further samples; ! = repeats disagree; [ ] = another dose, or the depositor's remark. Unless noted, calls follow the shape of the dose curve; as a rule, active = well fitted curve in the direction sought with a large enough effect; inconclusive = small, poorly fitted or top-dose-only effect, or another doubt; inactive = no such curve, though single readings can be large; an effect the other way counts as inactive or inconclusive. This is a subset, so the mix of outcomes need not match the whole.

1	COc1ccc(-c2oc3ccc(-c4cc(OC)c(OC)c(OC)c4)cc3c2-c2ccc(OC)cc2)cc1
2	Cc1cccc(C)c1NC(=O)Cn1cc(S(=O)(=O)Cc2ccc(F)cc2)c2ccccc21
3	CCn1c(SCC(=O)c2[nH]c(C)c(C(C)=O)c2C)nnc1-c1ccccc1
4	COc1ccc(/C=C(\NC(=O)c2ccc(OC)cc2)C(=O)Nc2ccccc2C(=O)O)cc1
5	CCc1ccc(S(=O)(=O)c2nnn3c2nc(NCCNC(C)=O)c2cc(Cl)ccc23)cc1
6	CCOC(=O)c1cc(-c2ccc(C)o2)nn1CCC#N

assay / entry	1	2	3	4	5	6
D3 antag	46	x	-23	6	x	18
TDP43 rescue	23%	9%	-21%	3%	0%	15%
GLP1R ag	8%	x	4%	-5%	x	13%
PTHR1 agonist	-39%[inhibitor]	-12%	-16%[57.5 µM]	i	i	-24%[57.5 µM]
KB-V1 cytotox	9%	0%	u	29%	0%	15%
aSyn rescue	0%	x	-2%	-2%	x	1%
GLP1R inv ag	3%	-12%	u	12%	22%	6%
D3 ag	-10	-6	-5	22	2	-1
GLP1R cytotox	-10%	8%	-25%	-15%	-4%	-7%

7	CC(C)Oc1ccc(C(=O)N2CCN(C(=O)c3ccco3)CC2)cc1
8	CCOCCc1nn2c(=O)cc(COC(=O)COc3ccc(C)c(C)c3)nc2s1
9	CN(C)S(=O)(=O)c1ccc(C(=O)Nc2ccc(Cl)cc2)cc1
10	CC(=O)Nc1ccc(S(=O)(=O)NCc2nc(-c3ccccc3Cl)no2)cc1
11	Cc1ccccc1-c1nc(Cc2ccc(Cl)cc2)no1
12	O=C(NC(=S)Nc1cc(S(=O)(=O)N2CCOCC2)ccc1N1CCOCC1)c1ccco1

assay / entry	7	8	9	10	11	12
D3 antag	-1	x	-15	6	19	8
TDP43 rescue	9%	-1%	7%	-5%	25%	-7%
GLP1R ag	0%	x	2%	1%	0%	11%
PTHR1 agonist	i	-3%	-40%[inhibitor]	i	-4%	-16%
KB-V1 cytotox	x	u	-15%	8%	7%	-26%
aSyn rescue	-3%	x	-7%	0%	0%	0%
GLP1R inv ag	7%	0%	u	3%	u	20%
D3 ag	3	4	-10	2	10	1
GLP1R cytotox	0%	8%	-7%	-1%	-1%	4%

13	Cc1n(C)c2cc(Cl)ccc2[n+]1Cc1ccccc1
14	CN(c1ccc([N+](=O)[O-])cc1)c1cc2c(c3c1ccn3C)C1CCC2C1 (stereo unspecified)
15	Cc1cccnc1C(c1ccc(F)cc1)N(C)C(=O)C1CCN(CCCOc2ccc(F)cc2)CC1 (stereo unspecified)
16	CC(=O)c1ccc(NC(=O)C2C3C=CC(C3=C(c3ccccc3)c3ccccc3)C2C(=O)O)cc1 (stereo unspecified)
17	CCN(CC)CCn1c(=N)n(CC(O)COc2ccccc2)c2ccccc21 (stereo unspecified)
18	O=C(/C=C/c1ccccc1[N+](=O)[O-])NCCCn1ccnc1

assay / entry	13	14	15	16	17	18
D3 antag	-3	0	-94*	3	7	-12
TDP43 rescue	14%[9.22 µM]	22%	18%	14%	4%	-23%
GLP1R ag	3%	4%	-3%	-6%	1%	3%
PTHR1 agonist	-19%	-13%	i	-18%	i	-10%
KB-V1 cytotox	0%	29%	0%	5%	10%	-4%
aSyn rescue	0%	1%	-2%	-8%	12%	5%
GLP1R inv ag	2%[7.66 µM]	-12%	u	u	u	2%
D3 ag	-4	-3	-21	1	-3	-8
GLP1R cytotox	1%[7.66 µM]	0%	0%	1%	-33%	6%

19	CCc1ccc([C@@H]2C[C@H]3[C@@H](CN2S(=O)(=O)c2ccc(C)cc2)C(=O)C[C@@H](c2cccc(Cl)c2)N3S(=O)(=O)c2ccc(C)cc2)cc1
20	O=C1c2cccc(OCC(=O)N3CCCc4ccccc43)c2CCN1Cc1ccccc1
21	Cc1cc(OC(C)C(=O)NCCCN2CCOCC2)c2c(C)cc(=O)oc2c1 (stereo unspecified)
22	COc1cccc(CNC(=O)C2CCC(CNS(=O)(=O)c3ccc4c(c3)CCCC(=O)N4)CC2)c1 (stereo unspecified)
23	CCOC(=O)c1cnc2c(C)cc(C)cc2c1NCCCN1CCOCC1
24	O=C(CSc1nnnn1C1CCCCC1)Nc1nc2c(s1)CCCC2

assay / entry	19	20	21	22	23	24
D3 antag	-7	12	6	x	-3	18
TDP43 rescue	11%	23%	19%	5%	-1%	13µM*
GLP1R ag	15%	0%	-8%	x	-5%	1%
PTHR1 agonist	-23%	i	-15%	i	-2%	i
KB-V1 cytotox	u	-7%	-6%	7%	u	-5%
aSyn rescue	-4%	5%	3%	x	0%	u
GLP1R inv ag	4%	-16%	16%	5%	u	u
D3 ag	-7	4	2	2	-7	4
GLP1R cytotox	1%	6%	7%	1%	u	-1%

25	COc1ccc(N(CC(=O)Nc2ccc(C)c(F)c2)S(=O)(=O)c2c(C)noc2C)cc1
26	COc1ccc(C(=O)CSc2nnc(-c3cc4ccccc4cc3O)n2Cc2ccco2)cc1
27	COc1ccccc1C(=O)Nc1ccc(S(=O)(=O)N2CCCCC2c2cccnc2)cc1 (stereo unspecified)
28	Cc1noc(C)c1CSc1nnc2n(-c3ccccc3)c(=O)c3ccccc3n12
29	CC1CCN(S(=O)(=O)c2ccc(NC(=O)[C@@H]3CCCC[C@@H]3C(=O)O)cc2)CC1
30	Cc1ccc(CNC(=O)C(=O)NCC2OCCN2C(=O)c2ccc3c(c2)OCO3)cc1 (stereo unspecified)

assay / entry	25	26	27	28	29	30
D3 antag	4	-15	4	7	-4	15
TDP43 rescue	16%	19%	1%	1%	0%	x
GLP1R ag	4%	-16%	5%	14%	6%	3%
PTHR1 agonist	-20%	-19%[57.5 µM]	-14%	i	-11%	i
KB-V1 cytotox	-10%	7.3µM*!	-22%	-19%	25%	-4%
aSyn rescue	-2%	16%&5%	7%	3%	-9%	-3%
GLP1R inv ag	-29%	0%	u	72%[activator]	-5%	-29%
D3 ag	1	-2	4	4	8	4
GLP1R cytotox	-13%	-21%	u	17%	3%	-21%

31	COc1ccc(C2CC(=O)C(C=NCCN3CCN(C(=S)Nc4ccccc4)CC3)=C(O)C2)cc1OC (stereo unspecified)
32	Cc1ccc(C)n1-c1ccc(C(=O)Nc2ccccc2F)cc1
33	COc1cccc(NC(=O)C(NCCC(C)C)c2ccccc2)c1 (stereo unspecified)
34	COc1ccc(C(C)=O)cc1COC(=O)c1cc(=O)c2ccccc2o1
35	CCOc1ccc(Cl)cc1-c1cc(C(=O)NCc2cccs2)[nH]n1
36	CC(=O)Nc1ccc(NC(=O)C(C)OC(=O)CCc2nc3ccccc3s2)cc1 (stereo unspecified)

assay / entry	31	32	33	34	35	36
D3 antag	1	15	-3	2	u	2
TDP43 rescue	0%	u	5%	-8%	u	-9%
GLP1R ag	2%	2%	6%	0%	8%	10%
PTHR1 agonist	-7%	-3%	-26%	i	-51%[inhibitor]	i
KB-V1 cytotox	-29%	u	11%	16%	-10%	0%
aSyn rescue	3%	9%	3%	0%	u	-1%
GLP1R inv ag	-10%	35%	u	5%	-28%	9%
D3 ag	4	-1	-3	21	-7	2
GLP1R cytotox	10%	4%	-1%	3%	0%	13%

37	O=S(=O)(Nc1nc2ccccc2s1)c1ccc(Cl)nc1
38	Cc1ccc2c(c1)N(CC(=O)N1CCN(C3CCCCC3)CC1)C(=O)CO2
39	Cc1ccc(S(=O)(=O)NC(=O)C2(C)CCN2C(=O)CC2CCCCC2)nc1 (stereo unspecified)
40	O=C(Nc1ccc(S(=O)(=O)Nc2ccccc2)cc1)N1CCCC1

assay / entry	37	38	39	40
D3 antag	-9	8	-28	x
TDP43 rescue	9%	-7%	14%	8%
GLP1R ag	-5%	8%	3%	x
PTHR1 agonist	-34%[inhibitor]	-11%	5%	-1%
KB-V1 cytotox	-11%	-3%	0%	14%
aSyn rescue	7%	-2%	4%	x
GLP1R inv ag	2%	-25%	26%	2%
D3 ag	2	-2	-3	-12
GLP1R cytotox	2%	-2%	0%	1%

Among those listed so far, these have four or more nitrogen atoms.
3	CCn1c(SCC(=O)c2[nH]c(C)c(C(C)=O)c2C)nnc1-c1ccccc1
5	CCc1ccc(S(=O)(=O)c2nnn3c2nc(NCCNC(C)=O)c2cc(Cl)ccc23)cc1
10	CC(=O)Nc1ccc(S(=O)(=O)NCc2nc(-c3ccccc3Cl)no2)cc1
12	O=C(NC(=S)Nc1cc(S(=O)(=O)N2CCOCC2)ccc1N1CCOCC1)c1ccco1
17	CCN(CC)CCn1c(=N)n(CC(O)COc2ccccc2)c2ccccc21 (stereo unspecified)
18	O=C(/C=C/c1ccccc1[N+](=O)[O-])NCCCn1ccnc1
24	O=C(CSc1nnnn1C1CCCCC1)Nc1nc2c(s1)CCCC2
28	Cc1noc(C)c1CSc1nnc2n(-c3ccccc3)c(=O)c3ccccc3n12

assay / entry	3	5	10	12	17	18	24	28
D3 antag	-23	x	6	8	7	-12	18	7
TDP43 rescue	-21%	0%	-5%	-7%	4%	-23%	13µM*	1%
GLP1R ag	4%	x	1%	11%	1%	3%	1%	14%
PTHR1 agonist	-16%[57.5 µM]	i	i	-16%	i	-10%	i	i
KB-V1 cytotox	u	0%	8%	-26%	10%	-4%	-5%	-19%
aSyn rescue	-2%	x	0%	0%	12%	5%	u	3%
GLP1R inv ag	u	22%	3%	20%	u	2%	u	72%[activator]
D3 ag	-5	2	2	1	-3	-8	4	4
GLP1R cytotox	-25%	-4%	-1%	4%	-33%	6%	-1%	17%

31	COc1ccc(C2CC(=O)C(C=NCCN3CCN(C(=S)Nc4ccccc4)CC3)=C(O)C2)cc1OC (stereo unspecified)

assay / entry	31
D3 antag	1
TDP43 rescue	0%
GLP1R ag	2%
PTHR1 agonist	-7%
KB-V1 cytotox	-29%
aSyn rescue	3%
GLP1R inv ag	-10%
D3 ag	4
GLP1R cytotox	10%
